LGR2 antag – blocks bursicon-induced cAMP signaling via Drosophila LGR2. HEK293 LGR2, CRE-luciferase, bursicon-stimulated, 4 h. inhibition, % at 9.99 µM. actives 0.35% (n = 380,000);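 active = drop in luminescence signal, shown as inhibition above about 50% in the replicate tests, limit read from the data, passing the limit was not always enough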;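 also: agonist challenge used bursicon conditioned medium at about half maximal strength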
S100A4 MyoIIA – S100A4-myosin IIA interaction inhibition; P26447; S100A4/TAMRA-MyoIIA peptide fluorescence polarization; AID 652163; inhibition, % at 10.7 µM; actives 0.14% (n = 360,000);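 active = mean inhibition of at least 70% across replicates, with every replicate also reaching that level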
Target sequence (P26447 whole entry, looked up): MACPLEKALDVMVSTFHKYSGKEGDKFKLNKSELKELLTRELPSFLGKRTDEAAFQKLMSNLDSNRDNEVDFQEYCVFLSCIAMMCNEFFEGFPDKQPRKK
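incubation = readout 5 min after mixing, signal stable up to 60 min | system = S100A4 monomer protein | buffer or medium = HEPES pH 7.2 with CaCl2, KCl, NaCl, DTT, Triton | benchmarks = neutral control DMSO, positive control TFP | also added = fluorescent myosin IIA peptide, 5 nM | compound dosing = one concentration per compound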
FN deposit inh – fibronectin deposition inhibition; AH1F fibroblasts, Alexa488-fibronectin deposition fluorescence, overnight; inhibition, % at 12.6 µM; actives 0.086% (n = 350,000); AID 743247;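 active = mean inhibition across replicates of 30% or more, regardless of how many single replicates reach that level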;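 also: positive control wells lacked labelled fibronectin entirely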
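material = AH1F fibroblast monolayer depositing Alexa488-labelled fibronectin into matrix | amount = 10000 AH1F cells/well | buffer or medium = DMEM plus 2% serum, read in PBS | incubation = 1 h cell adhesion before compound, then overnight fibronectin incubation | detection = fluorescence at 485 nm excitation, 525 nm emission | evaluation = percent inhibition as loss of matrix-bound fibronectin fluorescence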
EWS-Fli block – EWS/Fli transcriptional activity inhibition | A673 NR0B1-luciferase reporter, viability-normalised | inhibition, % at 12.6 µM | actives 0.67% (n = 350,000) | AID 651661;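 active = mean inhibition of at least 50% after viability correction, with every replicate also passing that limit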;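 also: firefly luciferase signal divided by Alamar Blue viability fluorescence both relative to DMSO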
ERAP1 inh – ERAP1 (human) enzyme inhibition; recombinant ERAP1, Leu-AMC fluorescence, 60 min; actives 0.15% (n = 340,000); Q9NZ08; AID 652197; inhibition, % at 10.7 µM;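 active = mean replicate inhibition of at least 30%, or all replicates individually reaching that 30% level; inactive = mean below 30% and not every replicate reaching it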;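 also: 0% = neutral control wells and 100% = L-leucinethiol positive control wells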
PGC1a acetyl inh – modulators of PGC1a acetylation | U2OS PGC1a acetylation, AlphaScreen anti-acetyl-lysine; with virally co-expressed GCN5 acetyltransferase | inhibition, % at 15.6 µM | actives 0.17% (n = 350,000) | AID 651687;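 active = every replicate shows inhibition of at least 40%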;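 also: 0% = neutral control wells and 100% = positive control wells; some results beyond the cut were filed as inactive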
PAX8 inh HTS – inhibitors of PAX8 transcriptional activity in RMG-I cells | RMG-I TPO-luciferase reporter, SteadyGlo, 24 h | inhibition, % at 12.6 µM | actives 1.2% (n = 360,000) | AID 652154;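 active = mean replicate inhibition at least 60% with every replicate also reaching 60%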;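 also: luciferase light reporting Pax8 driven TPO promoter activity; plate controls were median of neutral control wells for no effect and mitoxantrone controls for full effect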
PglD inh – inhibitors of Campylobacter jejuni PglD acetyltransferase; purified PglD enzyme, DTNB colorimetric CoA detection; inhibition, % at 12.5 µM; actives 0.098% (n = 360,000); AID 602405; in the data active = inhibition above about 16%, passing the limit was not always enough; also: strong numbers were not always called active
Active calls of the source: *; x = not tested or not shown; & = joins results of further samples. Outcome played no part in choosing rows; about 2.1% have a hit in one of these screens.

SMILES	LGR2 antag	S100A4 MyoIIA	FN deposit inh	EWS-Fli block	ERAP1 inh	PGC1a acetyl inh	PAX8 inh HTS	PglD inh
O=C(NCC[C@H]1CC[C@H](NC(=O)C2CCOCC2)[C@@H](CO)O1)c1ccc(F)cc1	25	1	2	8	-3	-6	13	-3
Cc1cc(=O)c2c(ccc3c(=O)cc(C)[nH]c32)[nH]1	x	-3	9	-51	3	x	-11	x
Cc1nc([N+](=O)[O-])c(C(=O)O)n1C	-12	-7	-2	-3	-4	x	-11	x
CC1CN(S(=O)(=O)c2cccc(C(=O)N3CCC(C(N)=O)CC3)c2)CC(C)O1 (stereo unspecified)	-8	-6	x	-7	-2	5	6	2
Nc1nnc(CC(=O)N/N=C/c2cc([N+](=O)[O-])cc(Br)c2O)s1	x	3	0	-6	1	8	-6	x
COc1cc(/C=N/NC(=O)C(=O)NCc2cccnc2)cc(OC)c1OC	3	x	4	x	x	3	14	0
O=C(CCn1cnc2ccccc2c1=O)Nc1nc(-c2ccc(Br)cc2)cs1	-4	3	6	14	1	x	-11	x
COc1ccc(CCNC(=O)c2cc(COc3c(C)cccc3C)on2)c(OC)c1	5	2	-9	-26	-3	x	-46	-3
CCN1C(=O)/C(=C\N2CCN(c3ccc(F)cc3)CC2)SC1=S	-17	-9	x	10	-1	0	x	6
O=C(Nc1nc(-c2cccnc2)cs1)c1ccccc1Cl	x	-1	9	-2	0	4	-23	x
C[C@H](NC(=O)C[C@H]1C=C[C@H](NC(=O)Cc2ccccn2)[C@H](CO)O1)c1ccccc1	-4	-3	-6	x	-2	-3	x	1
CCCC#Cc1cnc2c(c1)C(=O)N([C@@H](C)CO)C[C@H](C)[C@H](CN(C)S(=O)(=O)c1ccccc1)O2	4	-6	0	-2	3	-9	x	1
CCOC(=O)C(=O)N(Nc1ccc(C)cc1)c1ccc(C)cc1	-32	-4	-7	-69	0	x	-82	x
COc1ccc(NC(=O)C2CCN(c3cnccn3)CC2)cc1Cl	-4	0	9	-9	5	3	-18	-5
Cc1ccc(CN(C(=O)c2ccccc2C)C2CCS(=O)(=O)C2)o1 (stereo unspecified)	-1	-3	-1	1	-4	2	-2	-4
CC(=O)NC(CC(=O)NNC(=O)c1cc2ccccc2cc1O)c1ccccc1 (stereo unspecified)	-6	-2	-2	5	4	9	26	-1
O=C(C[C@@H]1CC[C@@H]2[C@H](COC[C@H](O)CN2S(=O)(=O)c2ccc(Oc3ccccc3)cc2)O1)NCCN1CCCCC1	-6	6	2	6	1	-4	11	-1
CC(C)(C)OC(=O)N1CCC[C@H]1C(=O)N/N=C/c1cccc2nccnc12	3	-2	6	9	0	-2	26	3
O=C(C1CCN(S(=O)(=O)c2cccs2)CC1)N1CCCC(C(F)(F)F)C1 (stereo unspecified)	4	-3	3	-13	-1	x	x	-4
Cc1ccccc1-c1cnc2c(c1)C(=O)N([C@@H](C)CO)C[C@H](C)[C@@H](CN(C)Cc1ccccc1F)O2	-16	14	8	13	0	-3	x	1
CCO[C@@H]1OC(C(=O)NC2CC2)=C[C@H](c2ccc(C(F)(F)F)cc2)[C@H]1CCCO	-1	12&24	-1	1&-4	3	0	-6&21	1&4
COCC(=O)Nc1ccc2c(c1)[C@H]1C[C@H](CC(=O)NCc3ccc4c(c3)OCO4)O[C@@H](CO)[C@H]1O2	2	28	1	5	-2	2	-26	3
CCCCn1nnc(NC(=O)C(c2ccccc2)c2ccccc2)n1	14	1	x	-2	-2	x	2	x
COc1ccc(S(=O)(=O)N(C)C[C@H]2Oc3ccc(NC(=O)Nc4ccc5c(c4)OCO5)cc3CC(=O)N([C@H](C)CO)C[C@H]2C)cc1	-6	-1	x	-3	0	-3	-19	2
CN1C(=O)c2cc(NC(=O)c3cscn3)ccc2OC[C@@H]2O[C@@H](CC(=O)NCc3ccc(Cl)c(Cl)c3)CC[C@H]21	2	2	-9	-5	-3	-7	-2	2
O=C1c2cccc(NCCNCCO)c2C(=O)c2cccc(NCCNCCO)c21	92*	16	3	59*	1	x	10	x
COc1ccc(CCC(=O)NNC(=S)Nc2cccc(C(C)=O)c2)cc1	1	-1	x	-1	3	1	1	x
CCCc1cc(=O)oc2cc(OCC(=O)NCCCN3CCCC3=O)ccc12	-17	-3	-8	9	-2	-6	11	-3
C[C@@H]1CN([C@H](C)CO)C(=O)c2cc(-c3ccccc3F)cnc2O[C@@H]1CN(C)Cc1cccc(F)c1	6	33	x	-6	-5	-9	-6	-2
COc1ccc2c(c1OC)C(=O)OC2Nc1nc(-c2cccc([N+](=O)[O-])c2)cs1 (stereo unspecified)	-35	-3	19	-23	5	-4	-28	-7
COCCNC(=O)[C@@H]1[C@@H](CO)[C@@H]2Cn3c(cccc3=O)[C@H]1N2Cc1cc(F)ccc1F	-3	-1	x	0	5	6	3	0
CN1[C@@H]2Cn3c(ccc(-c4cccnc4)c3=O)[C@H]1[C@@H](C(=O)N1CCC(Cc3ccccc3)CC1)[C@@H]2CO	9	6	x	2	1	x	-9	-3
COCCN1C(=O)CCC1(C)c1nnnn1-c1ccc2ccccc2c1 (stereo unspecified)	6	-4	2	0	x	x	15	x
CCCN(CCO)C1CCN(CCc2ccccc2)CC1	5	0	-3	5	-1	-11	16	10
COCCN1C(=O)N[C@@H](c2ccccc2)[C@@H](C(=O)OC)[C@H]1C	-7	-5	-2	-15	-3	x	9	-3
Cc1ccc2c(C)c(C(=O)N3CCCC(C(N)=O)C3)oc2c1C (stereo unspecified)	-16	3	x	x	0	x	-59	-4
CCCCn1nc(C(=O)O)ccc1=O	x	x	-4	x	x	4	-6	-2
COc1ccccc1-c1cc(C(=O)N/N=C\c2cn(C)nc2C)c2ccccc2n1	-8	-9	0	8	2	x	32	x
CCC(=O)N1CC(=O)N2[C@H](CO)[C@@H](c3ccc(C#Cc4cccc(F)c4)cc3)[C@@H]2C1	8	4	x	5	4	3	x	x
O=C(/C=C/c1ccc(-c2ccc(F)cc2)o1)N1CCCC1	-118	-6	5	-54	8	7	-217	x

As entered above:
Value for O=C(/C=C/c1ccc(-c2ccc(F)cc2)o1)N1CCCC1 under EWS-Fli block: -54
Value for COCCN1C(=O)N[C@@H](c2ccccc2)[C@@H](C(=O)OC)[C@H]1C under ERAP1 inh: -3

The listing continues.
SMILES	LGR2 antag	S100A4 MyoIIA	FN deposit inh	EWS-Fli block	ERAP1 inh	PGC1a acetyl inh	PAX8 inh HTS	PglD inh
CC12CN3CC(C)(CN(C1)C3c1cc(Br)ccc1O)C2=O (stereo unspecified)	x	-5	x	x	2	3	x	2
COC(=O)c1ccc2c(c1)NC(=O)C(N(CC(C)C)CC(C)C)S2 (stereo unspecified)	9	-7	1	17	0	0	-6	0
COc1cccc(OCC(=O)Nc2c3c(nn2-c2ccccc2)CS(=O)(=O)C3)c1	-8	-6	-6	x	3	x	x	2
Cc1cc(C(=O)Nc2cccc3c2O[C@H](CN(C)C(=O)Nc2ccccc2)[C@H](C)CN([C@@H](C)CO)C3=O)n(C)n1	-39	-16	x	-3	1	5	-17	0
Cc1ccc(N(C(=O)c2ccco2)C2C=CS(=O)(=O)C2)cc1 (stereo unspecified)	-11	2	3	-2	-2	2	16	x
CCS(=O)(=O)N[C@H]1C=C[C@H](CC(=O)NCc2ccc(F)cc2)O[C@H]1CO	-7	7	-4	-5	3	11	-3	0
COc1cccc(-c2cc3nc(NCCOc4ccccc4Cl)n(C)c(=O)c3s2)c1	-6	-5	-1	-8	1	x	0	3

Some of these compounds in order of length of the SMILES, largest number first.
SMILES	LGR2 antag	S100A4 MyoIIA	FN deposit inh	EWS-Fli block	ERAP1 inh	PGC1a acetyl inh	PAX8 inh HTS	PglD inh
Cc1cc(C(=O)Nc2cccc3c2O[C@H](CN(C)C(=O)Nc2ccccc2)[C@H](C)CN([C@@H](C)CO)C3=O)n(C)n1	-39	-16	x	-3	1	5	-17	0
CN1[C@@H]2Cn3c(ccc(-c4cccnc4)c3=O)[C@H]1[C@@H](C(=O)N1CCC(Cc3ccccc3)CC1)[C@@H]2CO	9	6	x	2	1	x	-9	-3
C[C@@H]1CN([C@H](C)CO)C(=O)c2cc(-c3ccccc3F)cnc2O[C@@H]1CN(C)Cc1cccc(F)c1	6	33	x	-6	-5	-9	-6	-2
COCCNC(=O)[C@@H]1[C@@H](CO)[C@@H]2Cn3c(cccc3=O)[C@H]1N2Cc1cc(F)ccc1F	-3	-1	x	0	5	6	3	0
CCC(=O)N1CC(=O)N2[C@H](CO)[C@@H](c3ccc(C#Cc4cccc(F)c4)cc3)[C@@H]2C1	8	4	x	5	4	3	x	x
COc1ccc2c(c1OC)C(=O)OC2Nc1nc(-c2cccc([N+](=O)[O-])c2)cs1 (stereo unspecified)	-35	-3	19	-23	5	-4	-28	-7
COc1cccc(OCC(=O)Nc2c3c(nn2-c2ccccc2)CS(=O)(=O)C3)c1	-8	-6	-6	x	3	x	x	2
COCCN1C(=O)N[C@@H](c2ccccc2)[C@@H](C(=O)OC)[C@H]1C	-7	-5	-2	-15	-3	x	9	-3
COc1cccc(-c2cc3nc(NCCOc4ccccc4Cl)n(C)c(=O)c3s2)c1	-6	-5	-1	-8	1	x	0	3
COC(=O)c1ccc2c(c1)NC(=O)C(N(CC(C)C)CC(C)C)S2 (stereo unspecified)	9	-7	1	17	0	0	-6	0
COc1ccc(CCC(=O)NNC(=S)Nc2cccc(C(C)=O)c2)cc1	1	-1	x	-1	3	1	1	x
Cc1ccc(N(C(=O)c2ccco2)C2C=CS(=O)(=O)C2)cc1 (stereo unspecified)	-11	2	3	-2	-2	2	16	x
Cc1ccc2c(C)c(C(=O)N3CCCC(C(N)=O)C3)oc2c1C (stereo unspecified)	-16	3	x	x	0	x	-59	-4
COCCN1C(=O)CCC1(C)c1nnnn1-c1ccc2ccccc2c1 (stereo unspecified)	6	-4	2	0	x	x	15	x
CC12CN3CC(C)(CN(C1)C3c1cc(Br)ccc1O)C2=O (stereo unspecified)	x	-5	x	x	2	3	x	2
O=C(/C=C/c1ccc(-c2ccc(F)cc2)o1)N1CCCC1	-118	-6	5	-54	8	7	-217	x
CCCN(CCO)C1CCN(CCc2ccccc2)CC1	5	0	-3	5	-1	-11	16	10
CCCCn1nc(C(=O)O)ccc1=O	x	x	-4	x	x	4	-6	-2

Screening results: PubChem BioAssay, Broad Institute
